Source: PubChem
LMPTP block: blocks human LMPTP phosphatase. P24666. recombinant LMPTP-A, OMFP fluorogenic substrate, fluorescence intensity. inhibition, % at 20 µM. 360,000 compounds, 0.22% hits. AID 651560;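 active means compounds that cut the enzyme signal by at least half of the control window in the single-dose screen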;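 further: plate controls were DMSO wells with enzyme plus substrate for no effect and substrate without enzyme for full effect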
Target sequence (P24666 whole entry, looked up): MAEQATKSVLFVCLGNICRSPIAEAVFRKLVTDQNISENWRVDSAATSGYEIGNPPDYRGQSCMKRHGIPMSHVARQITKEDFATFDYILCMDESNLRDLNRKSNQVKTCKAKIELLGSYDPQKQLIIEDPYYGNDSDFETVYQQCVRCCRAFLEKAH
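Test system: LMPTP-A phosphatase enzyme. Amount: LMPTP-A at 0.625 nM final in the reaction. Reagent: OMFP substrate, 400 µM final. Times: 50 min at room temperature. Signal: endpoint fluorescence intensity from OMFP dephosphorylation. Read-out basis: % inhibition. Benchmarks: no-enzyme and uninhibited controls.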
SKN-1 block: C. elegans SKN-1 inhibition | C. elegans VP596 Pgst-4::GFP/RFP ratio, acrylamide-induced, 24 h | inhibition, % at 21.8 µM | 360,000 compounds, 0.49% hits | AID 624304;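 active means interference check ratio from 0.5 to 1.5 plus GFP to RFP signal ratio inhibition reaching or exceeding a fixed threshold, cut at about 30% in these data, passing the limit was not always enough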; further: some compounds called inactive have numbers as strong as hits
SUMO1 PPI mod: modulators of human SUMO1-mediated protein-protein interactions; P63165; SUMO1 binding to a labelled peptide, TR-FRET, 1 h; inhibition, % at 20 µM; 360,000 compounds, 0.33% hits; AID 602429; in the data active means inhibition above about 37%
Target sequence (P63165 whole entry, looked up): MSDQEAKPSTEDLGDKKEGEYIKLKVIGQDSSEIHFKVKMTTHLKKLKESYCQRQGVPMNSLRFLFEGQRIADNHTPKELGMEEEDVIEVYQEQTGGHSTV
Scp-1 inhibitor: blocks human Scp-1 phosphatase activity; Q9GZU7; Recombinant Scp1, phosphopeptide, malachite green phosphate absorbance; inhibition, % at 20 µM; 340,000 compounds, 0.88% hits; AID 493091;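 active means inhibition above about 50% at 20 µM, limit read from the data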;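 further: plate controls were DMSO wells with enzyme for no effect and wells lacking enzyme for full effect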
Target sequence (Q9GZU7 76-261 limits assumed): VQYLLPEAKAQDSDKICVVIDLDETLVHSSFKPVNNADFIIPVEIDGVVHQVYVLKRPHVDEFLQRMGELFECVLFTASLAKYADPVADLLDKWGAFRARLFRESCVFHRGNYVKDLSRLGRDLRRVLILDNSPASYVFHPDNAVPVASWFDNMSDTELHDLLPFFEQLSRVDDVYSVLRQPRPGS
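System: truncated SCP-1 phosphatase (76-261aa); medium: Tris acetate buffer pH 5.5 with MgCl2 and Tween-20; incubation: 45 min room-temperature reaction, 5 min colour, 30 min stabiliser; compound: single 20 µM dose, 1% DMSO; reagent: Phosphorylated 17-residue peptide substrate; read-out: % inhibition at 20 µM; technique: colorimetric free-phosphate detection, absorbance 630 nm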
CendR NRP1 mod: modulators of CendR peptide binding to human neuropilin-1. O14786. FAM-RPARPAR peptide binding to NRP-1, fluorescence polarization. inhibition, % at 25 µM. 360,000 compounds, 0.85% hits;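 active means inhibition or corrected inhibition above about 18%, plus a signal ratio from 0.5 to 1.5, limit read from the data, passing the limit was not always enough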; further: strong numbers were not always called active
DNMT1 block: inhibitors of human DNMT1; 360,000 compounds, 0.83% hits; inhibition (reported as % activation of signal), % at 10 µM; DNMT1 molecular beacon, Hinp1I cleavage, fluorescence; AID 588458; P26358; in the data active means inhibition above about 50%
Neddyl block: inhibitors of human cullin neddylation | 360,000 compounds, 0.58% hits | P61081+Q13564 | TR-FRET cullin neddylation, biochemical | calls only at 25 µM | AID 651699; in the data active means inhibition above about 36%
NadD block: inhibitors of Staphylococcus aureus NadD. 360,000 compounds, 0.78% hits. inhibition, % at 20 µM. AID 602399. purified NadD enzyme, colorimetric absorbance read-out; in the data active means inhibition above about 26%; further: some compounds past the cut are filed as inactive
TbMetRS inhib: Trypanosoma brucei MetRS inhibition; purified T. brucei MetRS, ATP depletion, Kinase-Glo luminescence; inhibition, % at 11.9 µM; 360,000 compounds, 0.4% hits; AID 624268;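 active means inhibition above a per-plate cutoff of the control wells' mean inhibition plus 3 SD, cut at about 5.5% in these data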;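 further: 0% = DMSO wells median and 100% = median of wells with control inhibitor compound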
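technique = Kinase-Glo luminescence, ATP depletion format | system = purified MetRS (methionyl-tRNA synthetase) enzyme from Trypanosoma brucei | timing = 15 min preincubation, 2 h reaction, all 25 °C | evaluation = percent inhibition versus plate control medians | dosing = single dose, 11.9 µM final nominal, 0.9% final DMSO | also added = substrates ATP, L-methionine and bulk Escherichia coli tRNA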
STEP block: blocks human striatal-enriched tyrosine phosphatase | P54829 | recombinant STEP, OMFP fluorogenic substrate, fluorescence | inhibition, % at 20 µM | 360,000 compounds, 0.25% hits | AID 588621;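 active means inhibition at 20 µM, scaled per plate between control wells, above about 37%, limit read from the data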;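 further: 0% = DMSO with enzyme and substrate and 100% = substrate only without enzyme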
Target sequence (P54829 whole entry, looked up): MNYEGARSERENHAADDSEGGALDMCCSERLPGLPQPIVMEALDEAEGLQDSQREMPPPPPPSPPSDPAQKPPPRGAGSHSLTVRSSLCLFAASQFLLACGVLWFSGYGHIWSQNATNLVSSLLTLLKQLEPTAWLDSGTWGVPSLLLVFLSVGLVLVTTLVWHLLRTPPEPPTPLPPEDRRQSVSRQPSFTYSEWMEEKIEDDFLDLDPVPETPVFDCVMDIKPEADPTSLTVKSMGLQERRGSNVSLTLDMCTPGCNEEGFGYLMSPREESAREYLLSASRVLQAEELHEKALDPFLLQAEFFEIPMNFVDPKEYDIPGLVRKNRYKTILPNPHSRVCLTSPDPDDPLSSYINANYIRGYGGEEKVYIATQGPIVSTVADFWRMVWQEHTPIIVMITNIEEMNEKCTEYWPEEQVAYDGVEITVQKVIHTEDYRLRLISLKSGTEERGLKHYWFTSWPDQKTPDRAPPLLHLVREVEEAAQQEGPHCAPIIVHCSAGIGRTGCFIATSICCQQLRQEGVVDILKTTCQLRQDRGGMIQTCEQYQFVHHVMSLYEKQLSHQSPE
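Test system: STEP tyrosine phosphatase / Reagent: OMFP at 25 µM / Doses: 20 µM, 1% DMSO / Read-out: percent inhibition scaled to no-enzyme and uninhibited-enzyme controls, plate-pattern corrected / Detection: FITC-channel fluorescence of OMFP product / Medium: Bis-Tris buffer pH 6.0, 2.5 mM DTT, 0.005% Tween 20 / Schedule: 20 min at room temperature, dark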
Active calls of the source: *; i = inactive; nt = not tested or not shown.

SMILES	LMPTP block	SKN-1 block	SUMO1 PPI mod	Scp-1 inhibitor	CendR NRP1 mod	DNMT1 block	Neddyl block	NadD block	TbMetRS inhib	STEP block
CSc1nc2ccc(S(=O)(=O)N(C)C)cc2s1	-0.5	7	4	-2	1	1	i	1	-0.3	-2
Cc1ccc2[nH]c(=O)c3cc(C(=O)NCC4CCCO4)sc3c2c1 (stereo unspecified)	1.9	5	-7	-9	-2	1	nt	0	0.0	2
Nc1ccccc1-c1nnc2n1CCCCC2	-0.5	17	13	3	2	0	i	-4	0.0	-2
COC(=O)c1ccc(CNC(=O)C2CCC(=O)N(CCc3ccccn3)C2)cc1 (stereo unspecified)	-1.5	1	3	nt	0	1	i	-3	0.0	3
Cc1ccnc(NC(=O)CNC(=O)c2ccc3c(c2)OCO3)c1	-2.1	-4	5	-6	1	0	i	-3	-0.3	2
CCNS(=O)(=O)c1ccc(CCC(=O)N2CCOCC2)cc1	-1.0	-6	0	4	-8	1	i	-1	0.3	-3
O=C(Nc1cc(F)ccc1F)C1CCCO1 (stereo unspecified)	-0.6	-5	2	-2	-10	0	i	1	0.7	0
Cc1ccccc1-c1nc(P(=O)(c2ccccc2)c2ccccc2)c(N2CCOCC2)o1	0.1	6	4	-3	-3	-3	i	-9	-1.2	0
CCN(c1ccccc1)S(=O)(=O)c1ccc(C(=O)Oc2ccc(C(C)=O)cc2)cc1	1.2	3	-1	-22	16	4	i	-4	0.1	-1
COC(=O)CCCC(=O)N1CCCC(C(=O)c2ccc(OC)cc2C)C1 (stereo unspecified)	0.0	1	0	2	-15	5	i	-9	1.9	1
CCc1cc(C(=O)NNC(=O)CCN2CCN(c3ccccc3)CC2)sc1C	4.4	-4	0	-5	16	-8	i	4	-0.2	1
CCOc1cccc(CNc2nnnn2C)c1	-0.4	11	1	-12	-4	-1	i	4	-0.3	-2
CCc1ccc(C2=NN(S(C)(=O)=O)C(c3cccs3)C2)cc1 (stereo unspecified)	1.8	50	-2	-14	-242	-1	i	0	-0.9	-1
COc1ccc(O)c(/C=N/Nc2nc3ccccc3[nH]2)c1	0.3	5	2	-5	-9	1	i	1	-0.4	1
Nc1nc(CN2CCOCC2)cs1	-1.7	-14	5	-3	10	-3	i	4	-1.3	3
Cc1cc2nc3c(nc2cc1C)C1(C(=O)O)CCC3(C)C1(C)C (stereo unspecified)	-1.4	0	1	-6	-3	-2	i	1	-0.8	-4
NC(=O)C1CCN(CC(=O)Nc2ccccc2Sc2ccc(Cl)cc2)CC1	-0.8	2	1	-6	-4	0	i	-4	-0.4	-3
CC(=O)c1ccc(OC2(C)CCN(Cc3ccc(C)cc3)C2)cc1 (stereo unspecified)	-2.1	-8	0	nt	-6	5	i	-5	-0.4	1
COc1ccc(NC(=O)c2nc[nH]c2C(=O)N2CCN(C(=O)OC(C)(C)C)CC2)cc1	-1.8	7	6	-1	15	5	i	2	-0.3	-3
NC(=O)NC(=O)COC(=O)c1ccccc1OCc1ccc(F)cc1	-0.4	4	4	-13	7	15	i	-4	0.1	0
O=C(NC1CCCC1)C(c1ccccc1)N(C(=O)c1ccno1)c1cccnc1 (stereo unspecified)	0.7	-1	1	-2	10	-3	i	6	-0.4	0
COC(=O)C1=C(C)N(Cc2ccccc2)C(=NCC(C)C)N[C@H]1c1cccc(F)c1	-1.2	5	-1	48	-4	8	i	3	-0.5	0
CN(c1ccccc1)S(=O)(=O)c1cccc(C(=O)NCCc2ccc(O)c(O)c2)c1	0.3	1	6	5	3	1	i	-5	0.1	2
CCN(CC)CCOC(=O)c1ccc(NC(=O)COc2cc(=O)n(CC)c3ccccc23)cc1	-1.6	-12	1	2	5	1	i	-9	-0.4	-7
CC(CCc1ccccc1)NCC(O)c1ccc(O)c(C(N)=O)c1 (stereo unspecified)	-1.4	0	-1	4	-5	2	nt	-1	-0.3	-2
CCCCSCCCNC(=S)Nc1ccccc1C	0.5	-7	0	-4	-14	-1	i	-6	-0.4	0
CCOC(=O)C(Cc1c[nH]c2ccc([N+](=O)[O-])cc12)(NC(C)=O)C(=O)OCC	-1.6	-5	-20	-2	5	2	i	0	0.0	-2
CCN1CNC(=S)N(c2cc(C)ccc2C)C1	-1.5	-13	2	-7	-19	1	i	2	0.0	-3
CCOC(=O)c1c(NC(=O)CSc2nc3c(c(=O)n(C)c(=O)n3C)n2CC)sc(C)c1C	-0.3	1	-3	-3	6	-1	i	4	-1.6	-1
NC(=O)C1CCN(C(=O)N2c3ccccc3Sc3ccccc32)CC1	0.3	8	0	-4	-14	7	i	3	-0.7	0

The closing 4 records of the section above are carried over, then new ones follow.
SMILES	LMPTP block	SKN-1 block	SUMO1 PPI mod	Scp-1 inhibitor	CendR NRP1 mod	DNMT1 block	Neddyl block	NadD block	TbMetRS inhib	STEP block
CCOC(=O)C(Cc1c[nH]c2ccc([N+](=O)[O-])cc12)(NC(C)=O)C(=O)OCC	-1.6	-5	-20	-2	5	2	i	0	0.0	-2
CCN1CNC(=S)N(c2cc(C)ccc2C)C1	-1.5	-13	2	-7	-19	1	i	2	0.0	-3
CCOC(=O)c1c(NC(=O)CSc2nc3c(c(=O)n(C)c(=O)n3C)n2CC)sc(C)c1C	-0.3	1	-3	-3	6	-1	i	4	-1.6	-1
NC(=O)C1CCN(C(=O)N2c3ccccc3Sc3ccccc32)CC1	0.3	8	0	-4	-14	7	i	3	-0.7	0
O=C(CCC1CCCCC1)NC1CCCCC1	-1.9	5	0	-6	14	-3	i	4	-0.2	-3
CCCC(C)c1nnc(NC(=O)C2CC(=O)N(c3ccc(OCC)cc3)C2)s1 (stereo unspecified)	0.0	3	4	-9	17	-5	i	3	-0.5	1
Cc1cc(OCC(=O)N2CCN(c3ccccn3)CC2)cc(C)c1Br	1.8	19	3	-4	16	2	i	5	-0.3	0
CCc1ccccc1NC(=O)C1CC(c2ccc(F)cc2)=NO1 (stereo unspecified)	-0.4	28	-4	-12	4	-1	i	-9	-0.5	-2
CN(C)S(=O)(=O)c1cccc(NC(=S)Nc2ccc(Cl)cc2Cl)c1	-0.4	-12	1	-4	-3	-3	i	-3	-0.3	-6
COc1ccc(S(=O)(=O)N(C)C[C@H]2Oc3ccc(NC(=O)Nc4ccccc4)cc3C(=O)N([C@H](C)CO)C[C@@H]2C)cc1	1.5	11	4	-9	2	-5	i	9	2.8	-2
CCC(C)(C)n1nnnc1CN1CCc2ccccc21	-0.1	13	-4	-10	6	-7	i	4	-0.2	1
CC(=O)c1cccc(NC(=O)c2cc(=O)[nH]c3ccc(S(=O)(=O)N4CCOCC4)cc23)c1	-0.7	-2	-4	3	-16	5	i	3	0.0	0
CCn1c(Oc2cccc(Br)c2)nc2c1c(=O)n(C)c(=O)n2C	-0.2	5	3	4	10	-11	i	3	-0.1	-1
O=C(COC(=O)COc1ccc2c(c1)CCC2)Nc1ccccc1C(F)(F)F	1.4	6	0	-5	-8	-1	i	-3	0.1	1
COc1ccccc1/C=C/C(=O)NC(=S)Nc1ccc(S(=O)(=O)N(C)c2ccccc2)cc1	2.0	1	3	-13	4	-1	i	34*	-0.2	5
COc1ccc(CNC(=O)[C@@H](NC(=O)C2CCN(S(=O)(=O)c3ccc(C)cc3)CC2)C(C)C)cc1OC	-1.8	2	3	-2	8	0	i	-5	0.3	1
COC(=O)N(C)CCCC1(C)C(=O)N(C)c2ccc(O)cc21 (stereo unspecified)	-1.4	2	-1	-8	3	-13	i	-1	-0.1	0
CCCCn1c(N)c(N(CC(C)C)C(=O)CCNC(=O)c2ccc([N+](=O)[O-])cc2)c(=O)[nH]c1=O	-1.1	0	-30	4	-13	1	i	-5	-0.3	2
CC(=O)N1CCc2cc(S(=O)(=O)NCCC(=O)Nc3cc(C)cc(C)c3)ccc21	0.2	-9	2	-4	9	-12	i	12	-0.5	-1
CCN(Cc1ccncc1)Cc1cn(C)nc1-c1ccc(Oc2ccccc2)cc1	0.0	-2	-1	2	9	1	i	0	-0.5	-3
COc1ccc(C)cc1S(=O)(=O)N(C)CC(=O)NCc1ccncc1	-1.4	-14	3	2	10	3	i	-6	-0.9	0
O=C(N1CCOCC1)C(F)(F)C(F)(F)C(F)(F)C(F)(F)C(=O)N1CCOCC1	-0.2	1	0	-4	1	0	i	-6	0.2	-2
COc1ccc(N2C(=O)c3ccc(C(=O)Nc4ccccc4O)cc3C2=O)cc1	-0.2	-8	-12	0	-11	15	i	-15	-1.4	5
CC(C)c1nnc(NC(=O)C2CCCN2C(=O)Nc2ccc(F)cc2)s1 (stereo unspecified)	-1.0	-1	-1	-3	0	2	i	-6	-0.1	-4
O=C(C1CCCCCC1)N1CC[C@@H](N2CCC(O)CC2)[C@H](O)C1	-3.0	-11	-3	-5	-2	0	i	-2	-1.0	1
CCOC(=O)N1CCN(CCC(=O)c2ccc(Br)cc2)CC1	-2.7	5	-1	-15	-14	4	i	-7	0.1	-2
COc1ccc(C(=O)N/N=C/c2ccccn2)cc1OC	0.0	3	-4	-1	16	0	i	-5	0.0	-4
CCCOc1nc(SCCC)nc2c1cnn2-c1ccccc1	-1.1	16	-5	-7	3	9	i	-2	0.4	1
NC(N)=N/N=C/c1cccc(Cl)c1Cl	1.1	-6	0	-6	14	1	i	-2	0.1	6
CCOc1ccccc1/C=C/C(=O)N1CCN(C(=O)c2ccco2)CC1	0.3	-2	-4	0	4	-6	i	-2	-0.3	-5
COCCCn1c(SCC(=O)N2CCCCC2C)nnc1-c1ccco1 (stereo unspecified)	-1.5	-9	2	3	-11	2	i	-3	-1.3	-2
Cc1cccc(C)c1OCc1nnc(SCC(=O)Nc2ccccc2F)o1	2.0	11	0	-16	-8	-1	i	-3	0.6	2
O=C(CN1C(=O)C(=O)N(Cc2ccco2)C1=O)NC1CCCCC1	-1.8	12	5	17	22	23	i	-9	-0.4	-3
CCCOc1ccc(C(=O)NCCc2ccccc2)cc1	-0.9	-12	0	-1	1	-2	i	-6	-0.6	-3
CCCCCSc1nncc(=O)[nH]1	-0.4	-11	-1	-4	-6	1	i	0	-1.4	-5
CCc1c(C)c(C#N)c2nc3ccccc3n2c1N(C)C	0.7	-12	-4	-1	10	3	nt	-2	0.0	-3
O=C(CN(C(=O)CCC(=O)Nc1ccccn1)C1CCCC1)NCc1ccc(F)cc1	-0.7	4	4	-5	4	1	i	-5	0.3	-2
O=C(NNC(=S)Nc1ccccc1)Nc1ccccc1	1.2	3	2	-3	-10	-3	i	0	0.3	1

Rows were taken by chance. About 4.6% of those tested had a hit in this group.
